Bioassay records (PubChem)
HCMV antiviral: human cytomegalovirus inhibition; HFF cells, HCMV-luciferase reporter, 72 h; stronger effect = lower value; activity change, negative = inhibition, % at 57.5 µM; hit rate 4.5% among 410,000; in the data active = activity change below about -60%; inconclusive = no clear call, values can overlap the other calls; inactive = above about -39%
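After 16 h attachment at 37C, HFF cells received test compound and HCMV-luciferase (1 PFU/cell); reporter luminescence read 72 h later, data normalized against buffer-only and known inhibitor Salinomycin.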
AMA1-RON2 inh: AMA1-RON2 (P. falciparum) interaction inhibition; AID 720542; Potency, µM (series often up to 58.2 µM), for the others: top-dose activity change, negative = inhibition, hits mostly inhibitors; hit rate 0.2% among 360,000; AlphaScreen AMA1-biotinylated RON2 peptide binding;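 also: potency is read from the fitted curve at half-maximal effect; 0% = vehicle wells and -100% = peptide control; nearly all actives have a fitted effect of over 45% in size; some results filed as inactive show a strong effect at the top dose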
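AMA1 (3D7) with his tag at 25 nM final met compounds first, then biotinylated RON2 peptide at 25 nM; detection used donor plus acceptor beads, 10 µg/mL apiece, read by AlphaScreen after 30 min at room temperature.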
Tb PYK inh: inhibitors of Trypanosoma brucei pyruvate kinase; TbPYK enzyme, Kinase-Glo Plus ATP luminescence, 45 min; hit rate 0.12% among 410,000; Potency, µM (highest dose often 76.8 µM), for the others: top-dose activity, negative = inhibition, usual class: inhibitors; AID 624173; also: potency is read from the fitted curve at half-maximal effect; nearly all actives have a fitted effect of over 50% in size
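Activity of T. brucei pyruvate kinase was followed by Kinase-Glo Plus luminescence after the enzyme reacted 45 min at room temperature with 130 uM ADP (final) and substrate. Test compounds were added before ADP at multiple concentrations.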
LmPK inhibitor: LmPK (Leishmania mexicana) enzyme inhibition | hit rate 0.37% among 290,000 | Potency, µM (highest dose often 57.5 µM), for inactives: top-dose activity change, negative = inhibition, usual class: inhibitors | purified LmPK, Kinase-Glo ATP luminescence, 1 h | AID 1721 | Q27686; also: potency is read from the fitted curve at half-maximal effect
Target sequence (Q27686 whole entry, looked up): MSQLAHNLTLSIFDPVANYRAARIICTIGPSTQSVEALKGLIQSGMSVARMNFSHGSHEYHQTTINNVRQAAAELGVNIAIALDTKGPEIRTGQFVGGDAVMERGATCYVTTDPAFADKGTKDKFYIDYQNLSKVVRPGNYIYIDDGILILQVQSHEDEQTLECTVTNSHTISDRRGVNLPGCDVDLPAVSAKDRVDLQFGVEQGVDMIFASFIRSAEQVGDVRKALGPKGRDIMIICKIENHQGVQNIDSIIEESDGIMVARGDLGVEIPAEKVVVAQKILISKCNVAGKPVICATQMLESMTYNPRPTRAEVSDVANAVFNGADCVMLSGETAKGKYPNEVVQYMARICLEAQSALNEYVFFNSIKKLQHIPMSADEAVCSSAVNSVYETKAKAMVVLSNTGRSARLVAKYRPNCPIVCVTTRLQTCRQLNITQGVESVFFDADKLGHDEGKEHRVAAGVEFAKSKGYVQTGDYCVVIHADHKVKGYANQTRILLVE
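qHTS format; LmPK 0.1 nM; substrates PEP 0.5 mM and ADP 0.1 mM. One-hour room-temperature incubation, then coupled luciferase luminescence; 0.5 nM enzyme wells mark activation.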
AmpC inh detg: AmpC beta-lactamase inhibition with detergent present; P00811; AmpC hydrolysis of nitrocefin, absorbance 480 nm, 0.01% Triton; Potency, µM (series often up to 114 µM), for the others: at the top dose activity change, negative = inhibition, most hits filed as inhibitors; hit rate 0.041% among 370,000; AID 485294;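 also: potency is read from the fitted curve at half-maximal effect; 0% = no-compound wells and -100% = no-enzyme wells; nearly all actives have a fitted effect of over 25% in size; some results filed as inactive show a strong effect at the top dose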
Target sequence (P00811 whole entry, looked up): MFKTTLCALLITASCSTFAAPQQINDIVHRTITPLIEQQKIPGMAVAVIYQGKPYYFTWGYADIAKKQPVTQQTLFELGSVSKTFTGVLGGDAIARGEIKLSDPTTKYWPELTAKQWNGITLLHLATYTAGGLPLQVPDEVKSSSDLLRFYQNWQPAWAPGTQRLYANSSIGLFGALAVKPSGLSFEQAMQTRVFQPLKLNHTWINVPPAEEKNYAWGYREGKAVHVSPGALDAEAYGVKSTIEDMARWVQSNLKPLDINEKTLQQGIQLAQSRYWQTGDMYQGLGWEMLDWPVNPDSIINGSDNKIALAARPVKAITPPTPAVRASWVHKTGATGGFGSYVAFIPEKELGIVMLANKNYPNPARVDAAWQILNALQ
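20 mM phosphate pH 7.0 + 0.01% (detergent screen) or 0.0001% Triton X-100; 5.3 nM AmpC reagent; cpd preinc 15 min RT; nitrocefin (800 uM stock) to start; A480 q20 s × 4 min; Activity was normalised to no-enzyme and no-compound control wells.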
HCV inhibitor: HCV inhibition. hit rate 3.4% among 340,000. AID 651820. Huh7.5.1 HCVcc-Cre infection, luciferase reporter, 44 h. Potency, µM (series often up to 41.8 µM), for inactives: at the top dose activity change, negative = inhibition, usual class: inhibitors; also: potency is read from the fitted curve at half-maximal effect
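Infectious HCV cell culture screen: compound-treated cells (1,000/well, pre-plated 4 h) are infected with HCVcc-Cre at roughly 0.5 moi and grown 44 h. Infection is quantified by luciferase signal after 15 min substrate incubation at room temperature.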
AmpC no deterg: blocks E. coli AmpC beta-lactamase in detergent-free assay; P00811; AmpC nitrocefin hydrolysis, absorbance 480 nm, 0.0001% Triton; Potency, µM (top dose mostly 57.1 µM), without a hit: at the top dose activity change, negative = inhibition, most hits filed as inhibitors; hit rate 0.52% among 330,000; AID 485341;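 also: potency is read from the fitted curve at half-maximal effect; plate controls were no compound for no effect and no enzyme for full effect; nearly all actives have a fitted effect of over 20% in size; some results filed as inactive show a strong effect at the top dose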
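20 mM phosphate pH 7.0 + 0.01% (detergent screen) or 0.0001% Triton X-100; 5.3 nM AmpC reagent; cpd preinc 15 min RT; nitrocefin (800 uM stock) to start; A480 q20 s × 4 min; Activity was normalised to no-enzyme and no-compound control wells.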
* hit, by the source's call; ? = inconclusive; . = not tested or not shown; & = joins results of further samples; [ ] = remark or other dose. Unless noted, calls follow the shape of the dose curve; as a rule, active = well fitted curve in the direction sought with a large enough effect; inconclusive = small, poorly fitted or top-dose-only effect, or another doubt; inactive = no such curve, though single readings can be large; an effect the other way counts as inactive or inconclusive. Unless noted, % is scaled to controls: 0 for no effect and ±100 for the full control effect.

SMILES | HCMV antiviral | AMA1-RON2 inh | Tb PYK inh | LmPK inhibitor | AmpC inh detg | HCV inhibitor | AmpC no deterg
Cc1ccsc1/C=N/NC(=O)c1nnn(-c2nonc2N)c1-c1ccccc1 | -21 | 6% | 4% | 1% | -7% | -2% | ?
O=C(Nc1ncc(S(=O)(=O)c2ccc([N+](=O)[O-])cc2)s1)c1cccnc1 | 23 | 26% | -5% | 9% | -4% | -14% | -21%
Cc1ccc(NC(=O)CSc2nnc(-c3cc(C)[nH]n3)n2N)c(C)c1 | 0 | 11% | -2% | 3% | 0% | 4% | 14%
COc1ccc(-c2csc(NC(=O)CN3C(=O)C4CCCCC4C3=O)n2)c(OC)c1 (configuration not stated) | -10 | -12% | 1% | . | -6% | 11µM* | 0%
CCn1ccnc1CN1CCC(n2nccc2NC(=O)CCc2ccccc2)CC1 | -16 | 60%[activator] | 3% | -7% | -6% | -5% | -10%
O=C(CN1C(=O)COc2ccccc21)N1CCN(C2CCCCC2)CC1 | 66 | 6% | -5% | -2% | 7% | -11% | -20%
O=[N+]([O-])c1ccc(-c2cn(-c3ccccc3F)c(=S)[nH]2)cc1 | ? | 44%[activator] | -44% | -1% | -3% | 10% | -27%
CC(=O)NC1=NC(=O)/C(=C/N2CCOCC2)S1 | 1 | 4% | -3% | 2% | ? | 7% | -7%
Cc1ccc(S(=O)(=O)N/N=C\c2cc3c(cc2[N+](=O)[O-])OCO3)cc1 | 5 | 18% | -28% | -1% | -1% | ? | -50%
C/C=C(/C)C(=O)Nc1cccc(C2=NOC3(C2)C[C@H](C(N)=O)N(C(=O)Cc2ccc([N+](=O)[O-])cc2)C3)c1 (some centres not stated) | -13 | -8% | 1% | -5% | 1% | -19% | 106%[activator]
COc1cccc(NC(=O)CSc2nc3ccccc3c(=O)n2CCCC(=O)NCC2CCCO2)c1 (configuration not stated) | -5 | -6% | -8% | 1% | -10% | -12% | 183%[activator]
C/C(CC(=O)N1CCN(C=O)CC1)=N\NC(=O)c1ccc(Cl)cc1 | -4 | 25% | -16% | -8% | 5% | 7% | -15%
O=C(O)CSCC(=O)N(c1ccccc1)c1ccccc1 | -29 | 3% | 0% | 2% | -3% | 5% | -19%
Cn1ncc(Br)c1C(=O)N1CCN(C(=O)c2ccco2)CC1 | -10 | 7% | -7% | -1% | -3% | 13% | -11%
O=C(OCCCc1cc2ccccc2c(=O)o1)c1ccc(C(F)(F)F)cc1 | 10 | 50%[activator] | -5% | . | 3% | 18% | -3%
Cc1ccc(OCC(=O)Nc2ccc3c(c2)CCC3)c([N+](=O)[O-])n1 | 4 | 4% | -4% | 4% | -14% | ? | -10%[11.4 µM]
CC(=O)c1cccc(NC(=O)N2CCCC2C(=O)NCc2ccc(C)cc2)c1 (configuration not stated) | 45 | 12% | 3% | -2% | -3% | -17% | -17%
Cc1nnc2ccc(N3CCN(C)CC3)nn12 | 56 | -13% | 0% | 2% | -7% | 30%[activator] | -11%
COc1cccc(CN2CC(C(=O)NC3CCC(O)CC3)CCC2=O)c1 (configuration not stated) | 2 | 14% | -8% | 4% | ? | 23% | -15%
COc1ccc(-c2nn(CCC#N)cc2C(=O)Nc2ccccc2Cl)cc1 | -5 | -9% | 2% | 9% | -1% | -10% | 37%
O=C(COc1ccccc1F)Nc1nnc(SCc2cc(=O)n3ccccc3n2)s1 | 8 | . | 11% | . | 13% | . | .
Fc1ccc(-c2cc(-c3nc(-c4ccc(Cl)cc4)no3)[nH]n2)cc1 | -8 | . | -1% | . | -4% | . | .
CN1CCC(N(C)CC(O)c2ccccc2)CC1 (configuration not stated) | ? | -26% | -12% | -3% | -6% | -12% | -12%[11.4 µM]
Cc1ccc(-c2nnc(SCC(=O)Nc3ccc4c(c3)OCCO4)n2N)cc1 | -37 | -2% | 3% | -1% | ? | -25% | -10%

Single records, as listed above. Screens in order: HCMV antiviral, AMA1-RON2 inh, Tb PYK inh, LmPK inhibitor, AmpC inh detg, HCV inhibitor, AmpC no deterg
CC(=O)c1cccc(NC(=O)N2CCCC2C(=O)NCc2ccc(C)cc2)c1 (configuration not stated) in the list: 45, 12%, 3%, -2%, -3%, -17%, -17%
Cn1ncc(Br)c1C(=O)N1CCN(C(=O)c2ccco2)CC1 in the list: -10, 7%, -7%, -1%, -3%, 13%, -11%
Cc1ccc(-c2nnc(SCC(=O)Nc3ccc4c(c3)OCCO4)n2N)cc1 in the list: -37, -2%, 3%, -1%, ?, -25%, -10%

(more compounds)
SMILES | HCMV antiviral | AMA1-RON2 inh | Tb PYK inh | LmPK inhibitor | AmpC inh detg | HCV inhibitor | AmpC no deterg
C/C(CC(=O)NC1CCCCC1)=N\NC(=O)COc1ccc(C)cc1Br | -4 | 75%[activator] | 1% | -3% | 4% | -1% | 13%
O=C(Nc1cccc(F)c1F)C1CCN(c2ncccn2)CC1 | -14 | . | -2% | . | 18% | . | .
COc1ccccc1N1CCN(C(=O)c2ccco2)CC1 | 5 | 1% | 3% | 1% | -11% | -3% | -10%
Cc1cccc(C(=O)NC2CCN(S(=O)(=O)c3ccc(F)cc3)CC2)c1 | -10 | -10% | -12% | 2% | -9% | -5% | -15%
O=C(CSc1ccc2nnc(-c3ccccc3)n2n1)N1CCCc2ccccc21 | 35 | -4% | 6% | -3% | -8% | -15% | -2%
CCOC(=O)[C@H]1[C@H]2COc3ccc(OC)cc3[C@@H]2N2C(=O)c3cc(F)c(F)cc3NC(=O)[C@@]12C | -19 | -9% | -11% | . | 1% | -9% | -22%
COc1ccc(C2N(c3ccc4c(c3)OCCO4)C(=O)C2(F)F)cc1OC (configuration not stated) | -19 | -20% | 0% | 4% | -3% | -22% | 35%
CN1CCN(C(=O)c2cnn3c2NC(c2ccccc2)CC3C(F)(F)F)CC1 (configuration not stated) | 67 | -2% | 2% | 0% | -4% | 2% | 49%
Cc1occc1C(=O)NCc1ccccc1 | -21 | -2% | -2% | 1% | -16% | 4% | -22%
CCSc1nc2ccccc2n1CC(N)=O | -24 | -4% | 6% | -4% | ? | -3% | -17%
CC(=O)Nc1nc2c(c3c1c(=O)oc1ccccc13)CCCCC2 | . | . | . | 10% | -15% | . | -19%
O=C(NC1CCCCC1)N1CCCC(c2nc3ccccc3[nH]2)C1 (configuration not stated) | 4 | 3% | 4% | -2% | 5% | ? | -33%

Another view of two compounds above:
The line under a structure holds: HCMV antiviral	AMA1-RON2 inh	Tb PYK inh	LmPK inhibitor	AmpC inh detg	HCV inhibitor	AmpC no deterg
- CN1CCC(N(C)CC(O)c2ccccc2)CC1 (configuration not stated)
    ?	-26%	-12%	-3%	-6%	-12%	-12%[11.4 µM]
- Cc1ccc(-c2nnc(SCC(=O)Nc3ccc4c(c3)OCCO4)n2N)cc1
    -37	-2%	3%	-1%	?	-25%	-10%

(list continues)
SMILES | HCMV antiviral | AMA1-RON2 inh | Tb PYK inh | LmPK inhibitor | AmpC inh detg | HCV inhibitor | AmpC no deterg
COc1cc2[nH]ccc(=O)c2cc1OC | 15 | -3% | 4% | 6% | ? | 6% | -15%
COc1cccc(CN2CCN(Cc3ccc(O)cc3)CC2CCO)c1 (configuration not stated) | -29 | 5% | 5% | -10% | -2% | -8% | -11%
Cc1ccc(Cn2ncc3c(N4CCCC4)ncnc32)cc1 | -28 | -6% | -6% | -8% | ? | ? | 25%
COc1ccc(NC(=O)COC(=O)c2cc(=O)c3ccccc3o2)cc1OC | 3 | -1%[11.6 µM] | 4% | . | -10% | 4% | -11%
O=C(NCCc1ccccc1)c1ccc(-c2ccccc2Cl)o1 | 32 | 4% | 6% | 1% | ? | 19% | -28%
COc1ccccc1C(=O)n1nc(-c2ccco2)nc1N | -14 | 2% | 3% | 2% | ? | ? | -10%
COc1ccc(NS(=O)(=O)c2cc(NC(=O)c3ccc(=O)[nH]n3)ccc2N2CCOCC2)cc1 | 2 | -2% | -3% | . | -2% | ? | -36%
O=C1c2cccnc2C(=O)N1Cc1ccc(Cl)cc1 | 3 | 6% | 1% | 4% | -1% | -9% | -15%
Cc1cc(C(C#N)c2ccc(Cl)cc2)c(Cl)cc1NC(=O)c1cc(I)cc(I)c1O (configuration not stated) | 15 | 0% | -1%&-25% | . | -15% | -2%&6% | ?
C/C(N)=C(/C#N)C(=O)CSc1n[nH]c(-c2cccs2)n1 | -25 | 0% | 0% | -7% | 0% | 32%[activator] | -22%
O=C1CCc2cc(S(=O)(=O)Nc3ccc(C(F)(F)F)cc3)cc3c2N1CC3 | 21 | -9% | 1% | . | -3% | -11% | -5%
CC(C)CC(NC(=O)C1CCC(C)CC1)C(=O)Nc1cccnc1 (configuration not stated) | 24 | 6% | 1% | 1% | -9% | 8% | -23%
O=C(Nc1cccc(Cl)c1)c1cc(-c2ccco2)on1 | -36 | 1% | -3% | -9% | ? | 11% | -51%
Cc1cccn2c(=O)c(C(=O)NCCCN3CC(C)CC(C)C3)c(O)nc12 (configuration not stated) | 1 | -2% | 2% | . | -18% | 12% | -11%
O=C(NC(=S)Nc1cccc([N+](=O)[O-])c1)C1CCCCC1 | 44 | -8% | -2% | -1% | -10% | -2% | -46%
Cn1c(=O)c2c(nc(CN3CCc4ccccc4C3)n2CC(=O)c2ccccc2)n(C)c1=O | 25 | 19% | 6% | . | . | -23% | .
COc1ccc(C(=O)N2CCCC(Nc3ccc(C)c(C)c3)C2)cc1 (configuration not stated) | -30 | -15% | 2% | -2% | 6% | -3% | 33%
CC(=O)Nc1ccc(S(=O)(=O)N(C)Cc2cnn(C)c2)cc1 | ? | -1% | 2% | -1% | -5% | 17% | -10%
COc1ccc(OC)c(/C=C/C(=O)OCC(=O)NCc2ccco2)c1 | -19 | -6% | 0% | . | -23% | -6% | 4%
Cc1c(C(=O)NCc2cccc(Cl)c2)sc2ncnc(N(C)C3CCCCC3)c12 | -6 | . | -2% | . | 7% | . | .
COCc1ccccc1C1=CC(=O)C[C@H](c2ccc(OC)cc2)C1 | 11 | -2% | -3% | . | 6% | 2% | 18%
Cn1cccc1Cc1nnc(SCC(=O)N2CCN(c3ccccc3)CC2)n1-c1ccc(F)cc1 | -18 | -5% | -2% | 1% | -3% | 7% | 124%[activator]
CC(=O)c1c(C)n(-c2ccc(Cl)cc2)c2ccc(OC(=O)COc3ccccc3)cc12 | -17 | . | -7% | . | 5% | . | .
CCOC(=O)c1c(C)[nH]c(C)c1-c1ccccc1OC | 80 | -4% | 0% | 2% | 1% | 12% | 15%
COc1ccc(CCNC(=O)CCCCn2c(=O)c3ccccc3n(CC(=O)Nc3ccccc3C)c2=O)cc1OC | 14 | . | 0% | . | 22% | . | .
COc1ccc(/C=N/NC(=O)CCc2c(C)n[nH]c2C)cc1O | 1 | -1% | . | 7% | ? | -4% | -1%

Compounds as they come; 7.5% or so of the library scored in one or more.
